MEKK2mut PB1 HTS = MEK5 binding signal on mutant MEKK2 PB1, primary screen, biochemical, multiplex bead flow cytometry, Alexa488-MEK5. AID 1530, 2009. Alexa488-MEK5 binding to MEKK2 mutant. percent response, % at 10 µM. actives 0.35% (n = 290,000); in the data active = percent response above about 24%, passing the limit was not always enough; also: inactives centre near 1; some results filed as inactive read as strong as hits
OXTR ag = human OXTR agonists, primary screen, fluorescence, CHO-OTR cells, Fluo-8 calcium; AID 2435, 2010; Fluo-8 calcium fluorescence; normalized: DMSO 0%, oxytocin 100%; actives 0.32% (n = 320,000); activation, % at 3 µM;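 active = activation above the mean of all tested compounds plus 3 SD, cutoff set per screening run, cut at about 20% in these data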;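 also: peak over basal fluorescence ratio from a 100 s FLIPR kinetic read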
Target sequence (P30559 whole entry, looked up): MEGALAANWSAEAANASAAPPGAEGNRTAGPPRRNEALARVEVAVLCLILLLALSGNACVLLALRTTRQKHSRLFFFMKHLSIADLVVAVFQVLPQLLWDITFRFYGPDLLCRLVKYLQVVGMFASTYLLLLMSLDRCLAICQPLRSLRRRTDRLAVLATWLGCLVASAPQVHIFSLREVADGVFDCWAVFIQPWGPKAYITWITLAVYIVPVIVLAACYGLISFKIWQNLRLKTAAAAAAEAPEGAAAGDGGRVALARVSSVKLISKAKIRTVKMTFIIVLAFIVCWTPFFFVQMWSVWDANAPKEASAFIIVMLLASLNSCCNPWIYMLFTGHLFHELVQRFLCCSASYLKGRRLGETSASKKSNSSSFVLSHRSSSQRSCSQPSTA
PfM18AAP inh = PfM18AAP inhibitors, malaria aminopeptidase, primary screen, biochemical, QFRET, recombinant enzyme; M18 aspartyl aminopeptidase (Plasmodium falciparum 3D7); H-Glu-NHMec fluorogenic cleavage; inhibition, % at 7.35 µM; actives 1.2% (n = 290,000);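 active = inhibition above the campaign mean inhibition over all tested compounds plus 3 SD, cut at about 28% in these data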;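 also: 0% = plate median of test compound wells and 100% = 2 mM ZnCl2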
MEKK2 WT-MEK5 = modulators of MEK5 binding to wildtype MEKK2, primary screen, biochemical, multiplex bead flow cytometry, Alexa488-MEK5; Mitogen-activated protein kinase kinase kinase 2 (Homo sapiens), Q9Y2U5; Alexa488-MEK5 binding to MEKK2 WT; actives lie on both sides; binding response (% of control), % at 10 µM; actives 1.1% (n = 290,000); in the data active = binding response below about 67% or above about 130%
GPR7 antagonist = GPR7 receptor antagonists, primary screen, cell-based, fluorescence, single concentration; Neuropeptides B/W receptor type 1 (Homo sapiens), P48145; GPR7-expressing cells, fluorescence antagonist assay; inhibition, % at 4.4 µM; actives 1.1% (n = 290,000); AID 1861, 2009; in the data active = inhibition above about 16%, passing the limit was not always enough;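 also: cells stimulated with the agonist NPW; 0% = agonist with vehicle and 100% = vehicle without agonist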
OXTR potentiate = human OXTR potentiators, primary screen, fluorescence, CHO-OTR cells, Fluo-8 calcium; Fluo-8 calcium fluorescence, potentiator mode; 0% = oxytocin EC15, 100% = EC100; activation, % at 3 µM; actives 0.061% (n = 320,000);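 active = activation above that plate's cutoff, the mean activation of tested compounds plus 3 SD, cut at about 6.6% in these data, passing the limit was not always enough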;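 also: 100% uses oxytocin at 75 nM as the full agonist control; some results filed as inactive read as strong as hits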
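assay system = CHO-OTR cells, human receptor | schedule = compound 6 min at room temperature before oxytocin, 100 s read | detection = Fluo-8 intracellular calcium fluorescence, ex 470-495, em 515-575 nm | evaluation = normalized max/min fluorescence ratio, % activation | control set = EC15 oxytocin alone as 0%, 75 nM oxytocin (EC100) as 100%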
NALP1 yeast inh = NALP1 inflammasome inhibitors in reconstituted yeast, colorimetric, S. cerevisiae, triplicate retest; S. cerevisiae NALP1/ASC/caspase-1 growth, X-gal OD620, 72 h; inhibition, % at 10 µM; actives 0.61% (n = 280,000); AID 2071, 2009; in the data active = inhibition mostly above about 24%, no sharp cut-off; inactive = mostly below about 32%; also: some compounds called inactive have numbers as strong as hits
GalR3 antag = GalR3 antagonists in HEK293 cells, primary screen, cell-based, fluorescence readout. Galanin receptor type 3 (Homo sapiens), O60755. HEK293 GalR3-CNG cAMP membrane potential fluorescence; galR3 body fused to GalR1 C-terminus. inhibition, % at 3 µM. actives 0.44% (n = 360,000). AID 651719, 2012;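 active = inhibition above the screen-wide average plus 3 SD, cut at about 13% in these data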;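 also: forskolin and galanin both at EC90 stimulate the cells; cAMP rise reported by CNG channel membrane potential dye signal; 0% = forskolin plus galanin with DMSO and 100% = forskolin alone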
V1R ag counter = agonists of human V1a receptor, primary screen, counter-screen for OXTR agonist project, fluorescence, CHO-V1R cells; activation, % at 3 µM; Vasopressin V1a receptor (Homo sapiens), P37288; Fluo-8 calcium fluorescence, agonist mode; 0% DMSO, 100% 3 nM vasopressin; actives 0.25% (n = 320,000);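 active = activation above the mean activation of all tested compounds plus 3 SD, per screening run, cut at about 20% in these data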;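 also: signal is peak over basal fluorescence ratio across a 100 second FLIPR read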
Target sequence (P37288 whole entry, looked up): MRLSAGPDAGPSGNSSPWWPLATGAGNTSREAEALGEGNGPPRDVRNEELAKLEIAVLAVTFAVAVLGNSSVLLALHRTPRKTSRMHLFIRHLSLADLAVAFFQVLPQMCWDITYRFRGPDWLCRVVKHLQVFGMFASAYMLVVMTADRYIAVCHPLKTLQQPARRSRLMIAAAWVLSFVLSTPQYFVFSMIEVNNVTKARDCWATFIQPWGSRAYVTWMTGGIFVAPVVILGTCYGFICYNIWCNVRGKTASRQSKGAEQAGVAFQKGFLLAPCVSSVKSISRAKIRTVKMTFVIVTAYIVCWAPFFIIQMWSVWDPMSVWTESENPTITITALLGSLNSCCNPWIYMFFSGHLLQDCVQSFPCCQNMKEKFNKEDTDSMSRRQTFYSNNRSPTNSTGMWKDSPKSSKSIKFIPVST
The depositor's hits bear a star; nt = not tested or not shown; [ ] = remark or other dose.

SMILES	MEKK2mut PB1 HTS	OXTR ag	PfM18AAP inh	MEKK2 WT-MEK5	GPR7 antagonist	OXTR potentiate	NALP1 yeast inh	GalR3 antag	V1R ag counter
COc1cc(/C=N/Nc2cc(C)nc(NS(=O)(=O)c3ccccc3)n2)ccc1O	14	0.0	32*	116	-21	-3	nt	4	-0.5
COc1ccc2c(=O)cc(-c3cccnc3)oc2c1OC	6	-0.7	0	94	-10	-12	0	-6	0.1
Cc1cccc(C(=O)N/N=C/c2ccc3c(c2)OCO3)n1	3	2.1	-7	107	-15	-4	-6	-2	6.2
CCC1(CC)NC(=O)N(CC(=O)OCC(=O)Nc2ccc(OC(F)(F)F)cc2)C1=O	nt	4.3	nt	nt	nt	-2	nt	-3	4.2
Oc1c(Cl)cc(Cl)c2cccnc12	3	nt	10	98	-14	nt	16	-3	nt
COc1ccccc1-n1c(SCC(=O)Nc2cc(C)on2)nc2c([nH]c3ccccc32)c1=O	5	-1.4	8	99	-11	-5	11	-2	-0.9
O=C(c1ccccc1)c1ccc(N2CCN(C(=O)c3cccc(F)c3F)CC2)c(F)c1	2	5.5	1	101	-8	-13	0	-2	9.5
Cc1ccc(NC2=NCC(=O)N2Cc2ccc3c(c2)OCO3)cc1	nt	0.8	4	nt	0	-13	-1	-3	2.1
Cc1ccc2nc(SCC(=O)NCc3ccc(F)cc3)nc(=O)n2c1	nt	-1.0	nt	nt	nt	-3	nt	18*	-0.6
CC1CC(C)CN(Cc2nc(N)nc(Nc3ccccc3)n2)C1 (configuration not stated)	4	0.2	3	104	-7	-10	17	-6	-0.3
COCC(=O)Nc1nc2ccc(S(C)(=O)=O)cc2s1	2	-0.5	-12	107	-1	-1	22	1	0.3
Cc1c(CCC(=O)N[C@@H](C)C(=O)O)c(=O)oc2c(C)c3oc4c(c3cc12)CCCC4	5	-0.7	-7	103	-4	-14	10	-3	0.1
COc1ccc(OC)c(Nc2nc(N)c([N+](=O)[O-])c(N3CCOCC3)n2)c1	3	-1.7	-3	103	-10	-12	-1	-8	3.1
O=C(NCC[C@@H]1C[C@@H]2C=C[C@H]1C2)c1cc(COc2ccc(F)cc2F)on1	-3	0.0	-12	106	3	-5	26	-8	0.9
CC(=O)C1=C(C)N(Cc2ccco2)C(=O)C1(NC(=O)C1CCCCC1)C(F)(F)F (configuration not stated)	-8	-1.5	-14	86	-9	-6	14	-3	-0.1
CN(C)c1cccc2c1c(NC(=O)c1ccc(F)cc1)nn2C	-25	-1.7	3	91	-11	-1	11	-2	-0.3
CCOC(=O)/C(=C/C=C1\Sc2cc(OCC)c(OCC)cc2N1CC)C(C)=O	-46	248*	15	52	23	-16	-6	-4	289*
Cc1cccc(C)c1N=Nc1c(C)cc(O)cc1C	2	-2.0	4	109	-31	-12	11	-3	-0.6
O=C(OCCC1Oc2cccnc2NC1=O)c1ccc(F)cc1 (configuration not stated)	0	0.2	-13	98	1	-9	10	-5	3.8
Cc1c(Br)c([N+](=O)[O-])nn1CC(=O)NCCc1ccc(Cl)cc1	-12	5.6	-5	91	9	-10	5	-3	2.4

Four compounds already listed, sorted by their value in MEKK2mut PB1 HTS, low to high:
structure	MEKK2mut PB1 HTS
CC(=O)C1=C(C)N(Cc2ccco2)C(=O)C1(NC(=O)C1CCCCC1)C(F)(F)F (configuration not stated)	-8
O=C(NCC[C@@H]1C[C@@H]2C=C[C@H]1C2)c1cc(COc2ccc(F)cc2F)on1	-3
COc1ccc(OC)c(Nc2nc(N)c([N+](=O)[O-])c(N3CCOCC3)n2)c1	3
COc1cc(/C=N/Nc2cc(C)nc(NS(=O)(=O)c3ccccc3)n2)ccc1O	14

Shown as a hit in GalR3 antag, of those listed so far:
structure | MEKK2mut PB1 HTS | PfM18AAP inh | MEKK2 WT-MEK5 | GPR7 antagonist | NALP1 yeast inh | GalR3 antag
Cc1ccc2nc(SCC(=O)NCc3ccc(F)cc3)nc(=O)n2c1 | nt | nt | nt | nt | nt | 18*

The results go on:
SMILES	MEKK2mut PB1 HTS	OXTR ag	PfM18AAP inh	MEKK2 WT-MEK5	GPR7 antagonist	OXTR potentiate	NALP1 yeast inh	GalR3 antag	V1R ag counter
O=C(NCCCN1CCCC1=O)c1cccc(S(=O)(=O)N2CCN(c3ccccc3)CC2)c1	3	1.2	2	107	-7	-3	0	-3	0.9
COC(=O)c1ccccc1NC(=O)CSc1nnc(-c2cccnc2)n1C	3	-1.7	6	108	-7	-5	2	-2	0.4
Cc1cc(S(=O)(=O)Nc2c(NC3CCCCC3)c3ccccc3oc2=O)ccc1F	2	-1.1	6	97	-23	-3	17	8	-0.2
Cc1cc(/N=C/C=C2\N(C)c3ccccc3C2(C)C)n(CCC#N)n1	-1	2.2	3	101	-8	-9	8	-10	0.8
CCN1CCN(CCn2c(=S)[nH]c3cc4c(cc3c2=O)OCO4)CC1	2	1.5	-2	97	-7	-3	-23	-4	-0.1
O=C(CSc1nc2cc(Cl)ccc2s1)c1ccco1	5	-0.9	3	109	-7	-3	-3	-8	-1.7
CC(C)(C)c1nnc2sc(SC/C(O)=C(\C#N)c3nc4ccccc4[nH]3)nn2c1=O	1	-0.5	14	99	-3	-7	-8	-3	0.1
O=C(Nc1cccc(Cl)c1)OCCN1CCN(Cc2ccccc2)CCC1=O	3	14	1	100	3	-12	24	-8	6.6
CCN(CC)c1ccc(/C=N/n2nnnc2N)c(O)c1	1	-1.3	4	100	-13	0	13	-5	-0.7
CC(=O)c1cccc(NC(=O)Cn2cnc(S(=O)(=O)N3CCC(C)CC3)c2)c1	0	-0.3	-6	98	5	-6	14	nt	-1.2
CNc1nc(N)c(C(=O)Nc2cc(C)on2)s1	-11	0.6	-9	86	-7	-13	4	3	0.8
COC(=O)c1ccc(CNC(=O)C2CCC(=O)N(CCCc3ccccc3)C2)cc1 (configuration not stated)	-8	-0.3	-4	94	-3	-1	29	-5	0.7
COc1ccc2[nH]cc(C=O)c2c1	3	2.1	-11	105	-10	-5	11	-2	1.1
COc1cc2cnncc2cc1OC	2	-0.1	1	91	3	-2	-6	-4	0.5
CCc1noc(C)c1C(=O)N1CCCC(C(=O)c2ccc(OC)c(F)c2)C1 (configuration not stated)	7	-0.4	-2	108	-12	-11	8	-6	0.4
CCNCCC(=O)N1c2ccccc2Sc2ccc(NC(=O)OCC)cc21	2	3.8	-11	103	9	-20	11	2	0.7
Cn1c(CCN2CCOCC2)nc2cc(NC(=O)COc3ccc([N+](=O)[O-])cc3)ccc21	-2	0.0	0	102	8	-4	-7	-4	0.8
COC(=O)c1cc([N+](=O)[O-])ccc1N1CCN(Cc2ccccc2)CC1	-1	-1.1	4	99	17	-8	40	-3	-0.8
O=C(NC(Cc1ccccc1)C(=O)O)c1ccc(S(=O)(=O)N2CCOCC2)cc1 (configuration not stated)	5	0.6	1	106	-6	-4	6	-1	0.4
CCOc1ccc(S(=O)(=O)N2CCN(C(=O)CCC(=O)N3CCOCC3)CC2)cc1	nt	-0.1	nt	nt	nt	3	nt	-2	-0.7

A second format for 4 compounds above:
O=C(Nc1cccc(Cl)c1)OCCN1CCN(Cc2ccccc2)CCC1=O
  MEKK2mut PB1 HTS: 3
  OXTR ag: 14
  PfM18AAP inh: 1
  MEKK2 WT-MEK5: 100
  GPR7 antagonist: 3
  OXTR potentiate: -12
  NALP1 yeast inh: 24
  GalR3 antag: -8
  V1R ag counter: 6.6

CCN(CC)c1ccc(/C=N/n2nnnc2N)c(O)c1
  MEKK2mut PB1 HTS: 1
  OXTR ag: -1.3
  PfM18AAP inh: 4
  MEKK2 WT-MEK5: 100
  GPR7 antagonist: -13
  OXTR potentiate: 0
  NALP1 yeast inh: 13
  GalR3 antag: -5
  V1R ag counter: -0.7

CC(=O)c1cccc(NC(=O)Cn2cnc(S(=O)(=O)N3CCC(C)CC3)c2)c1
  MEKK2mut PB1 HTS: 0
  OXTR ag: -0.3
  PfM18AAP inh: -6
  MEKK2 WT-MEK5: 98
  GPR7 antagonist: 5
  OXTR potentiate: -6
  NALP1 yeast inh: 14
  GalR3 antag: nt
  V1R ag counter: -1.2

CNc1nc(N)c(C(=O)Nc2cc(C)on2)s1
  MEKK2mut PB1 HTS: -11
  OXTR ag: 0.6
  PfM18AAP inh: -9
  MEKK2 WT-MEK5: 86
  GPR7 antagonist: -7
  OXTR potentiate: -13
  NALP1 yeast inh: 4
  GalR3 antag: 3
  V1R ag counter: 0.8

The list continues:
SMILES	MEKK2mut PB1 HTS	OXTR ag	PfM18AAP inh	MEKK2 WT-MEK5	GPR7 antagonist	OXTR potentiate	NALP1 yeast inh	GalR3 antag	V1R ag counter
Cc1cccc(NC(=O)N[C@@H](C)C(=O)O)c1	-10	1.1	-3	81	-4	-10	6	0	1.3
COc1cc(CNCc2cccs2)ccc1OCc1cccs1	-27	2.8	-7	-1.0*[inhibitor]	-12	-7	25	-1	3.0
CC1=C(C(=O)OC(C)C)C(c2cccc(F)c2)N2C(=O)C(C)SC2=N1 (configuration not stated)	2	-2.9	-3	90	-2	5	nt	-4	-0.6
NS(=O)(=O)c1ccc(NC(=O)CCCC(=O)O)cc1	-4	0.6	-4	100	3	-8	9	-5	-0.3
CC(C)(C)CC(=O)NC(=S)NCc1ccccc1	6	-1.9	2	110	-20	-16	2	-5	-1.9
C/C(=N\NC(=O)c1ccc(Br)o1)c1cc2c(cc1NC(=O)CCC(=O)O)OCO2	0	nt	-1	104	9	nt	2	-2	nt
COc1ccc(CN2CCN(S(=O)(=O)c3ccccc3)CC2)c(OC)c1OC	nt	0.6	nt	nt	nt	-11	nt	6	3.9
Nc1nc2c(c(=O)[nH]1)C(c1ccccc1)C1=C(N2)c2ccccc2C1=O (configuration not stated)	1	0.2	21	89	13	-5	nt	-6	-0.1
Cc1ccc(S(=O)(=O)Cn2nnnc2CN2CCCC3(CCCCC3)C2)cc1	4	-1.3	-1	102	-17	-11	36	-2	-0.1
CSc1ccccc1OCc1cc(C(=O)NC2CCc3ccccc32)no1 (configuration not stated)	0	-1.1	2	93	-11	-5	2	0	1.9
O=C(CN1C(=O)c2ccccc2C1=O)Nc1ccccc1C(=O)NC1CCCCCC1	4	-2.3	6	98	-9	-4	19	-3	-1.6
Cc1cc(C)c(NC(=O)CN(C)C(=O)CNC(=O)c2cccs2)c(C)c1	nt	-1.7	nt	nt	nt	-3	nt	0	-0.5
Cc1cccc(NC(=O)N2CCN(Cc3ccc(Cl)cc3)CC2)c1	-1	6.0	-2	102	2	-11	18	-5	4.4
O=C(CN1C(=O)COc2ccccc21)Nc1ccc(N2CCOCC2)cc1	11	0.7	-6	106	-12	5	1	0	0.8
